LMNA splice mod: qHTS Assay for Modulators of Lamin A Splicing; HeLa LMNA splicing GFP/RFP minigene ratio, 48 h; hit rate 0.01% among 200,000; Potency, µM (series often up to 46.1 µM), for inactives: top-dose ratio change, negative = inhibition, actives largely listed as inhibitors; active = well fitted inhibition curve with a large enough effect in the signal ratio, with a control signal flat, not every such curve was filed as active; inconclusive = small, poorly fitted or top-dose-only effect, or effect the other way, or a change in a side signal; the % refers to the signal ratio; also: potency is read from the fitted curve at half-maximal effect; % is scaled to controls: 0 for no effect and ±100 for the full control effect
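S3 HeLa cells stably expressing lamin A-EGFP splicing minigene plus DsRed2, 600 cells/well, 48 h compound exposure at 37C. Laser-scanning cytometry; analysed as GFP (500-530 nm)/RFP (575-640 nm) total intensity ratio; 0.5% DMSO vehicle.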
GAA glycogen mod: qHTS Assay for Inhibitors and Activators of Human alpha-Glucosidase Cleavage of Glycogen; Lysosomal alpha-glucosidase (Homo sapiens), P10253; recombinant GAA, glycogen substrate, Amplex Red glucose oxidase fluorescence; Potency, µM (titrated, usually from 76.4 µM), inactives show at the highest dose activity change, negative = inhibition, actives largely listed as inhibitors; hit rate 0.38% among 300,000;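 also: potency is read from the fitted curve at half-maximal effect; 0% = full enzyme reaction and -100% = no-enzyme basal signal; the screen sought inhibitors and activators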
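Recombinant human enzyme (4 nM); glycogen substrate; 37 C, 40 min, pH 5.0. Readout: coupled glucose oxidase/Amplex Red fluorescence.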
HTT ATP protect: qHTS Multiplex Assay to Identify Dual Action Probes in a Cell Model of Huntington: Cytoprotection (ATP). hit rate 0.14% among 230,000. PC12 HTT-Q103 induced, cytoprotection, ATP luminescence, 40 h. Potency, µM (titrated, usually from 56.4 µM), without a hit: cytoprotection (ATP increase), actives largely listed as activators;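 also: potency is read from the fitted curve at half-maximal effect; % of control where 0% means no effect; nearly all actives have a fitted effect of over 45% in size; toxic huntingtin expression switched on by the ecdysone agonist tebufenozide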
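Compounds added alongside 100 nM tebufenozide, which induces toxic Q103 huntingtin exon 1-GFP in stable PC12 cells; surviving cells quantified by luminescent ATP measurement. Medium: phenol red-free DMEM, 5% equine and 5% calf serum.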
CBFb RUNX1 block: qHTS Assay for Compounds Blocking the Interaction Between CBF-beta and RUNX1 for the Treatment of Acute Myeloid Leukemia | Runt-related transcription factor 1 (Homo sapiens) + Core-binding factor subunit beta … | AlphaScreen CBFb-His/RUNX1-biotin binding, biochemical | Potency, µM (top dose mostly 59.8 µM), for inactives: at the top dose activity, negative = inhibition, most hits filed as inhibitors | 230,000 tested, under 10 active | AID 1477, 2009; also: % of control where 0% means no effect
Target sequence (Q01196 whole entry, looked up): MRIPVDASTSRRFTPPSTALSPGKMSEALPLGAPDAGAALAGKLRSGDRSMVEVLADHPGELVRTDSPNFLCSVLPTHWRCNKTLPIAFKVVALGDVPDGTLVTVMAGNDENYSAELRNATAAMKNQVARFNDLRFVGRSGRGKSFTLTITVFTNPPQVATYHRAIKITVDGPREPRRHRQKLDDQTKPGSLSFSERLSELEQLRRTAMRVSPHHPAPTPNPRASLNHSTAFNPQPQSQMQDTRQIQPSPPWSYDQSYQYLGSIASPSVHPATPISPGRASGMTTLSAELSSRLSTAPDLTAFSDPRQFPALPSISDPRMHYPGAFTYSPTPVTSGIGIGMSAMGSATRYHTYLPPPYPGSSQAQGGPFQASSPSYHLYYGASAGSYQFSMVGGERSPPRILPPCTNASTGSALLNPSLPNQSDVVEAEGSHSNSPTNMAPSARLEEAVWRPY
Target sequence (Q13951 whole entry, looked up): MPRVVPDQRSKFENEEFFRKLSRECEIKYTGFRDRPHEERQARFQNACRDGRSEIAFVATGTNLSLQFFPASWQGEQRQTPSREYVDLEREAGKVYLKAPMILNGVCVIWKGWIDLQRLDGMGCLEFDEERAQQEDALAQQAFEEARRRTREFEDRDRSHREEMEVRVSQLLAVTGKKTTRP
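Compounds were screened at multiple concentrations against a preformed CBF-beta(His)/RUNX1(biotin) complex (30 nM of each) for 15 min at room temperature, followed by 90 min with nickel and streptavidin beads and AlphaScreen reading.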
GAA inh: qHTS Assay for Inhibitors of Human alpha-Glucosidase as a Potential Chaperone Treatment of Pompe Disease; Lysosomal alpha-glucosidase (Homo sapiens), P10253; Potency, µM (top dose mostly 76.9 µM), inactives show at the highest dose activity change, negative = inhibition, hits mostly inhibitors; purified human GAA, 4-MU-alpha-glucoside fluorescence; hit rate 0.005% among 200,000;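 also: potency is read from the fitted curve at half-maximal effect; plate controls were uninhibited enzyme wells for no effect and no-enzyme background for full effect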
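AC50 values come from Hill fits of compound titrations (up to 77 uM) against 4 nM human enzyme. Substrate 4-methylumbelliferyl-alpha-D-pyranoside at 400 uM, pH 5.0 citrate buffer, 20 min room temperature; fluorescence Ex 365/Em 440 after alkaline stop.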
HTT aggregate: qHTS Multiplex Assay to Identify Dual Action Probes in a Cell Model of Huntington: Aggregate Formation (GFP); PC12 HttQ103-GFP aggregates, Acumen cytometry, 40 h; hit rate 1.1% among 220,000; Potency, µM (top dose mostly 46.1 µM), for the others: at the top dose activity change, negative = inhibition, hits mostly inhibitors; AID 1688, 2009; also: potency is read from the fitted curve at half-maximal effect; % is scaled to controls: 0 for no effect and ±100 for the full control effect; nearly all actives have a fitted effect of over 60% in size
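Huntingtin Q103 exon 1–GFP aggregates in induced PC12 cells (100 nM tebufenozide) were quantified by cytometry from lysates, with compounds dosed in titration.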
aGlu spleen mod: qHTS Assay for Inhibitors and Activators of Human alpha-Glucosidase From Spleen Homogenate | Potency, µM (top dose mostly 79.9 µM), for inactives: at the top dose activity change, negative = inhibition, most hits filed as inhibitors | AID 2112, 2009 | hit rate 0.006% among 240,000 | human spleen homogenate, 4-MU-alpha-glucoside fluorescence | Lysosomal alpha-glucosidase (Homo sapiens), P10253;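 also: potency is read from the fitted curve at half-maximal effect; 0% = enzyme with vehicle and -100% = no enzyme basal signal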
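Compounds were titrated against alpha-glucosidase in spleen homogenate at pH 5.0, with 1 mM 4-methylumbelliferyl substrate for 40 min at 37 C. Reactions were quenched with pH 10 NaOH/glycine and fluorescence measured.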
* hit, by the source's call; ? = inconclusive; · = no result given; & = joins results of further samples; [ ] = remark or other dose. Unless noted, calls follow the shape of the dose curve; as a rule, active = well fitted curve in the direction sought with a large enough effect; inconclusive = small, poorly fitted or top-dose-only effect, or another doubt; inactive = no such curve, though single readings can be large; an effect the other way counts as inactive or inconclusive.

mol	LMNA splice mod	GAA glycogen mod	HTT ATP protect	CBFb RUNX1 block	GAA inh	HTT aggregate	aGlu spleen mod
O=C(C1=C[C@@H](c2coc3ccccc3c2=O)C[C@@H](OCc2ccc(CO)cc2)O1)N1CCOCC1	·	-6%	0%[10 µM]	2%	·	-7%[9.22 µM]	7%
COC(=O)C1=C(C)N(Cc2ccccc2)C2=C3C(=O)N(C)C(=O)C3[C@@](O)(C(=O)OC)C(=O)N2C1c1ccccc1 (some centres undefined)	·	·	?	5%&5%[13.1 µM]	·	·	1%&2%[17.4 µM]
CC(=O)c1sc(NC(=O)c2cccnc2Cl)nc1C	?	-9%	-4%[10 µM]	6%	0%	4%[9.22 µM]	-3%
CCCCN(CCCC)c1cc(C)nc(-c2ccccc2O)n1	?	8%	-25%	26%	1%	9%	-4%
Cc1ccc(-n2c(N)c(C(=O)NCc3ccco3)sc2=S)cc1	-7%	-26%	-15%	-13%	-15%	-3%	6%
Cn1c(=O)oc2cc(S(=O)(=O)N3CCCC(C(=O)N4CC=C(c5ccccc5)CC4)C3)ccc21 (centres undefined)	?	-5%	-24%	1%	-11%[15.4 µM]	11µM*	2%
O=[N+]([O-])c1cc(N(CCO)CCO)ccc1NCCO	·	·	-79%[inhibitor]	1%[21.7 µM]	·	·	8%
CC(Oc1ccccc1)C(=O)Nc1cccc([N+](=O)[O-])c1 (centres undefined)	·	4%	-3%[10 µM]	-4%	3%	15%[9.22 µM]	-3%
FC(F)(F)c1nc2ccccc2nc1N/N=C/c1c(Cl)cccc1Cl	-5%	-2%	41%[10 µM]	12%	1%	-17%	-6%
COCCCN=C(c1ccco1)n1c(=S)nc(-c2ccco2)n(CCCOC)c1=S	?	-8%	-23%	-14%	-4%	27%	-5%
Cc1ccc2[nH]c(=S)cc(C)c2c1	7%	-12%	-9%	6%	-4%	1%	-1%
O=C(O)c1cc2ccccc2cc1Nc1ccccc1	·	-3%	8%[10 µM]	-4%	·	-20%[9.22 µM]	1%
Cc1cccc(C(=O)NCCc2nnc(SCC(=O)Nc3nc(C)cs3)n2C)c1	7%	-7%	-16%	7%	0%	-9%	3%
CCOC(=O)c1[nH]c(C)c(C(=O)Nc2cc(Cl)ccc2C)c1C	?	2%	-67%[inhibitor][10 µM]	-8%	3%	10%	-4%
COc1ccc(OC)c(NC(=O)CSc2nnc(C3CCCCC3)n2-c2ccccc2)c1	-3%	-26%	-1%[1.9 µM]	-7%	-2%	13%	-6%
NS(=O)(=O)c1ccc(-n2nncc2C23CC4CC(CC(C4)C2)C3)cc1	2%	-1%	-11%[0.074 µM]	4%	4%	-8%	-2%
Cc1nn(Cc2ccccc2)c(Cl)c1/C=C/C(=O)OC(C(=O)NC(N)=O)C(C)C (centres undefined)	-20%[46 µM]	2%	29%[10 µM]	9%	4%	1%	-2%
CCCCNC(=S)NCCN1CCCCC1	-6%	4%	-7%[1.9 µM]	13%	-3%	1%	2%
COCCCNC(=O)CCC(=O)NNc1nc2ccccc2c2nc(-c3ccccc3)nn12	-15%	?	5%[10 µM]	1%	-9%	-29%	-15%
CCCCOc1ccccc1/C=N/NC(=O)CC#N	-9%[9.22 µM]	-21%	-15%	-1%	2%	22%	0%
O=C(CCCN1C(=O)/C(=C\c2cccs2)SC1=S)NNC(=O)c1cccnc1	2%[46 µM]	5%	-5%	-28%	-6%	8%	-10%
COc1cccc(CNc2nc3nc(C)c(Cl)c(C)n3n2)c1	-14%	-8%	-17%[10 µM]	7%	-5%	-9%	4%
CCOC(=O)C1=CN(Cc2ccc(OC)cc2)C=C(C(=O)OCC)C1c1cccs1	-20%[46 µM]	8%	-5%	?	?	?	?
O=C(NCCO)c1ccc(Cl)c(Cl)c1	?	6%	0%	0%	-11%	?	-20%
Oc1c(Cl)cc(Cl)c2c1NCCC2	-20%	14µM*	5%[10 µM]	3%	3%	?	5%
CCC/C(O)=N\S(=O)(=O)c1ccc(N=NN(C)C)cc1	-6%	-3%	26%[10 µM]	2%	-5%	13%	-4%
Cc1ccc(C)c(NC(=S)N(CCc2ccncc2)C(C)C)c1	·	4%	6%	-22%	-1%	-3%	6%
O=C(Nc1ccc(N2CCOCC2)cc1)Nc1cnsn1	-10%	-4%	-7%[10 µM]	0%	7%	-2%	-3%
CCOc1ncccc1C(=O)OCC(=O)Nc1cccc(C(C)=O)c1	-1%	11%	-11%	-9%	1%	26%	5%
c1ccc(-c2onc3c2CCCC3)cc1	5%	-4%	-8%	5%	0%	18%	-4%

Structural class, the entries above containing a nitro group on carbon.
mol	LMNA splice mod	GAA glycogen mod	HTT ATP protect	CBFb RUNX1 block	GAA inh	HTT aggregate	aGlu spleen mod
O=[N+]([O-])c1cc(N(CCO)CCO)ccc1NCCO	·	·	-79%[inhibitor]	1%[21.7 µM]	·	·	8%
CC(Oc1ccccc1)C(=O)Nc1cccc([N+](=O)[O-])c1 (centres undefined)	·	4%	-3%[10 µM]	-4%	3%	15%[9.22 µM]	-3%

Going on with the list.
mol	LMNA splice mod	GAA glycogen mod	HTT ATP protect	CBFb RUNX1 block	GAA inh	HTT aggregate	aGlu spleen mod
COc1ccc(OC)c(NC(=O)c2cccc(Cn3cc(Br)c([N+](=O)[O-])n3)c2)c1	?	-3%	·	-25%	3%	0%	2%
COc1cccc(-n2c(CNC(=O)OC(C)(C)C)n[nH]c2=S)c1	6%	-19%	5%[10 µM]	1%	-4%	19%	1%
N=C(N)Sc1nc(N2CCCCC2)nc(N2CCCCC2)n1	·	4%	0%[10 µM]	-12%	11%	-10%[9.22 µM]	-5%
CCOC(=O)Cn1c(C)[n+](CC(=O)c2ccccc2)c2ccccc21	·	5%	-2%[10 µM]	3%	·	-11%[9.22 µM]	1%
O=C(c1c(Cl)cccc1Cl)N1CCCCCC1	0%	7%	6%	-1%	-5%	-5%	-9%
CC(=O)Nc1sc2c(c1C(c1ccccn1)N1CCN(C)CC1)CCCC2 (centres undefined)	·	-7%	-46%[inhibitor][10 µM]	-7%	0%	?	1%
O=C(O)CCn1cc(/C=C/C(=O)c2ccc(Cl)cc2)c(-c2ccc(Br)cc2)n1	?	-6%	-7%[10 µM]	-8%	3%	?	-6%
COc1ccc(C(=O)Nc2ccc(C(=O)NCCc3ccccc3)cc2)cc1	·	13%	10%[10 µM]	2%	-4%	4%[9.22 µM]	12%
Cn1nc(C(F)(F)F)c(-c2cccc(C(F)(F)F)c2)c1NC(=O)Nc1ccc(F)cc1	·	4%	-1%[10 µM]	7%	·	0%[9.22 µM]	-4%
O=C(c1ccc(CNS(=O)(=O)c2ccccc2)cc1)N1CCN(c2ccccn2)CC1	9%	3%	4%	0%	-13%[15.4 µM]	18%	3%
O=C(COc1ccc2ccccc2c1)NCCc1ccc2c(c1)OCCO2	?	-4%	·	-6%	-4%	?	-3%
Cc1ccccc1OCCN(C#N)c1nc(N(C)C)nc(N(C)C)n1	·	0%	1%[10 µM]	7%	9%	2%[9.22 µM]	-4%
Cc1ccc(OC/C(=N\O)C(C)(C)C)c([N+](=O)[O-])c1	7%[46 µM]	-20%	-3%[10 µM]	2%	-4%	-23%	-1%
COc1cccc(/C=N\NC(=O)C2C(=O)NCC2c2ccccc2)c1O (centres undefined)	-22%	4%	-48%[inhibitor]	-8%	-2%	11µM*	-2%
COc1ccc(NS(=O)(=O)c2ccc(N)c(C(=O)O)c2)cc1	11%	-11%	26%	4%	-5%	-5%	-5%
COc1ccccc1-c1c(C#N)c(N)nc2c1CCC2	·	2%	-12%[10 µM]	3%	7%[15.4 µM]	3%[9.22 µM]	4%
CCOc1ccc(NC(=O)NC(C)CC)cc1 (centres undefined)	·	19%	·	-5%	-4%	19%	8%
O=C(c1ccncc1)N1CCN(c2ccc(F)cc2)CC1	-5%	9%	13%	0%	-2%	12%	-3%
Clc1ccc(SCCOCCN2CCc3ccccc3C2)cc1	-4%[46 µM]	18%	-58%[inhibitor]	4%	-7%	9%[9.22 µM]	-2%
CCCN1Cc2cccc(C(=O)Nc3cc(OC)cc(OC)c3)c2C1=O	10%	7%	-21%	-4%	13%	10%	-21%
CCC(Sc1nc2c(cnn2-c2ccccc2)c(=O)[nH]1)C(=O)OC (centres undefined)	0%	-4%	-34%	-2%	-5%	12%	7%
COc1ccc(C(=O)NNC(=O)C(=O)Nc2ccc(C)c(Cl)c2)cc1	·	-5%	1%[10 µM]	23%	-3%	16%	1%
Cc1[nH]c2ccc(Br)cc2c(=S)c1C/C=C/Cl	·	-7%	-7%[10 µM]	-19%	·	-2%[9.22 µM]	1%
CCc1nccn1S(=O)(=O)c1cc(C)c(OC)cc1C	1%	2%	28%	-1%	-7%	17%	10%
C/C(=N\NC(=O)c1c(Cl)c(C)nn1C)c1ccc(NC(=O)c2ccncc2)cc1	-11%	-2%	0%[10 µM]	-3%	-4%	12%	4%
Cc1sc(NC(=O)c2ccco2)nc1-c1ccccc1	2%	-2%	1%[10 µM]	10%	-7%	-16%	-7%
O=c1sc(Nc2ccccc2)nc2ccsc12	8%	-1%	19%	9%	-5%	0%	3%

Screening results (PubChem BioAssay)
